Screening data deposited in PubChem by National Center for Advancing Translational Sciences (NCATS).
L3MBTL1 inh: blocks human L3MBTL1; Q9Y468; AlphaScreen L3MBTL1–H3K9me1 peptide binding; Potency, µM (titrated, usually from 57.1 µM), without a hit: at the highest dose activity, negative = inhibition, most hits filed as inhibitors; hit rate 0.66% among 230,000; further: nearly all actives have a fitted effect of over 60% in size
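L3MBTL1 (50 nM) pre-complexed 30 min with biotinylated H3(1-15)K9me1 peptide (75 nM), then compounds added for 30 min at room temperature; AlphaScreen streptavidin donor/nickel chelate acceptor beads (10 ug/mL final) read after 30 min dark incubation.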
GAA spleen mod: lysosomal alpha-glucosidase (human) modulation; human spleen homogenate, 4-MU-alpha-glucoside fluorescence; P10253; Potency, µM (doses to about 79.9 µM), inactives show at the highest dose activity change, negative = inhibition, hits mostly inhibitors; hit rate 0.006% among 240,000;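 further: 0% = enzyme with vehicle and -100% = no enzyme basal signal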
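Enzyme source: human spleen homogenate, 1 ug/well. Buffer 50 mM citric acid/K phosphate pH 5.0, 0.01% Tween-20. 4-MU-alpha-glucoside 1 mM; 37 C x 40 min; NaOH/glycine stop; fluorescence.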
TRb-SRC2 inh: TRbeta-SRC2 interaction inhibition. P10828. TRbeta-SRC2 peptide binding, fluorescence polarization; receptor liganded with 1 µM T3. Potency, µM (titrated, usually from 106 µM), for inactives: top-dose activity change, negative = inhibition, hits mostly inhibitors. hit rate 0.065% among 280,000;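 further: plate controls were bound peptide for no effect and peptide without receptor for full effect; nearly all actives have a fitted effect of over 50% in size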
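Fluorescence polarization of 20 nM Texas Red SRC2 peptide with 0.6 uM human TRb ligand-binding domain, in Tris buffer with 1uM T3 and 5% DMSO. Incubated 5 hr ambient; normalized to unbound and bound controls.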
GAA glycogen mod: inhibitors or activators of human alpha-glucosidase glycogen cleavage | P10253 | recombinant GAA, glycogen substrate, Amplex Red glucose oxidase fluorescence | Potency, µM (doses to about 76.4 µM), for inactives: top-dose activity change, negative = inhibition, most hits filed as inhibitors | hit rate 0.38% among 300,000 | AID 2100;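 further: 0% = full enzyme reaction and -100% = no-enzyme basal signal; the screen sought inhibitors and activators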
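qHTS, 1536-well; enzyme 4 nM final; cpd up to 77 uM; substrate bovine liver glycogen 30 ug; 50 mM citrate/phosphate pH 5.0, 0.01% Tween-20; 37 C, 40 min; Amplex Red detection 45 min RT; Hill fit → AC50.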
TR SRC2 fluor cs: Texas Red fluorescence interference in TRb-SRC2 counter-screen | TRb/SRC2 Texas Red total fluorescence interference | Potency, µM (titrated, usually from 106 µM), without a hit: at the top dose fluorescence change, negative = quenching | hit rate 0.29% among 280,000; active means well fitted curve in either direction with a large enough effect; inconclusive means small, poorly fitted or top-dose-only effect
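Human TRβ ligand-binding domain (0.6 uM) and Texas Red SRC2 peptide (20 nM) in Tris buffer with 1 uM T3 and 5% DMSO were incubated with pinned compound for 5 hr at ambient temperature. Total fluorescence was computed as S + 2P (555/632 nm).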
RECQ1 inh: blocks DNA unwinding by human RECQ1; hit rate 0.54% among 240,000; RECQ1 DNA unwinding, red fluorescence kinetic read; P46063; Potency, µM (doses to about 57.3 µM), for inactives: at the top dose activity, negative = inhibition, most hits filed as inhibitors;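 further: plate controls were vehicle for no effect and no enzyme for full effect; nearly all actives have a fitted effect of over 30% in size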
Target sequence (P46063 whole entry, looked up): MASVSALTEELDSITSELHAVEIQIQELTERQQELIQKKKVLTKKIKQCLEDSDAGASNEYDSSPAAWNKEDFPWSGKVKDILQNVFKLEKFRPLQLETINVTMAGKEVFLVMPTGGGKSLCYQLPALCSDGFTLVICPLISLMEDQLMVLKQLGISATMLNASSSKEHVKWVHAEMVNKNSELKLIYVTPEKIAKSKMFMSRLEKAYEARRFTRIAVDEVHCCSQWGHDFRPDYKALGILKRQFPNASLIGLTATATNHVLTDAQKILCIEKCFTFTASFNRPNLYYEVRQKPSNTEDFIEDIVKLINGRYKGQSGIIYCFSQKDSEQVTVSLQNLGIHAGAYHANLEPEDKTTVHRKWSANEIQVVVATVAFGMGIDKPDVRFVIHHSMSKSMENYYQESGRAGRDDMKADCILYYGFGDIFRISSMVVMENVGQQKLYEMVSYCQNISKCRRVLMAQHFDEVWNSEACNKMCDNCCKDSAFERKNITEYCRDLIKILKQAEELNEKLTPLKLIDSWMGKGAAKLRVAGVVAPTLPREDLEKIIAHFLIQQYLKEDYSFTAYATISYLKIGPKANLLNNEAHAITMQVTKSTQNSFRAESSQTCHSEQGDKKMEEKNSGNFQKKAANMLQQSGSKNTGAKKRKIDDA
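RECQ1T1 50 nM; forked duplex (20 bp + 30-nt ss tails) 200 nM, ATP 2 mM final; pH 8.0, 2 mM MgCl2, 2.5 ug/ml poly(dI-dC); 15 min compound preincubation; discontinuous kinetic read over 2 h at RT.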
RGS12 GoLoco inh: inhibitors of human Gai1-RGS12 GoLoco interaction (red fluorophore); P63096; Gai1:RGS12 GoLoco peptide FP, rhodamine, 10 min; Potency, µM (titrated, usually from 61.6 µM), inactives show at the top dose activity, negative = inhibition, most hits filed as inhibitors; hit rate 0.44% among 230,000; AID 880; active means well fitted inhibition curve with a large enough effect, not every such curve was filed as active; inactive means no such curve, though single readings can be large or run the other way; further: nearly all actives have a fitted effect of over 30% in size; many of its hits are not listed in these tables
Target sequence (P63096 whole entry, looked up): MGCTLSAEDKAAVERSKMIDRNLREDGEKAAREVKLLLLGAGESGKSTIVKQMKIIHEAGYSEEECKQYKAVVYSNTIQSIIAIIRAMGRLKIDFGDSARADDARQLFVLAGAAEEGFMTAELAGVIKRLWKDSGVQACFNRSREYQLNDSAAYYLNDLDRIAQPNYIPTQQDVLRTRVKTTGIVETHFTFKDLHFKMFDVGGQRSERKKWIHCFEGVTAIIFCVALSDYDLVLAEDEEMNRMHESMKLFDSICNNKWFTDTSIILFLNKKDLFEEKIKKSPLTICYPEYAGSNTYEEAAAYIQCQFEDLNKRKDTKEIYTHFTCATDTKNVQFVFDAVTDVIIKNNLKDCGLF
GAA inhib: blocks human lysosomal alpha-glucosidase; P10253; purified human GAA, 4-MU-alpha-glucoside fluorescence; Potency, µM (highest dose often 76.9 µM), without a hit: top-dose activity change, negative = inhibition, usual class: inhibitors; hit rate 0.005% among 200,000;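 further: plate controls were uninhibited enzyme wells for no effect and no-enzyme background for full effect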
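qHTS format, compound range up to 77 uM. Human lysosomal enzyme at 4 nM, 400 uM 4-MU glucoside substrate, pH 5.0, 20 min room temperature; fluorescence after alkaline stop gives activity normalized to controls.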
Active calls of the source: *; i = inactive; ? = inconclusive; / = no result given; & = joins results of further samples; [ ] = remark or other dose. Unless noted, the call rests on the fitted dose curve; in most records, active means well fitted curve in the direction sought with a large enough effect; inconclusive means small, poorly fitted or top-dose-only effect, or another doubt; inactive means no such curve, though single readings can be large; an effect the other way counts as inactive or inconclusive. Unless noted, on the % scale 0 is the no-effect control and ±100 the full control effect; potency means the concentration at half of the fitted maximal effect. This is a subset; rates above refer to the full screens.

Results follow in this order: GAA glycogen mod	TRb-SRC2 inh	RECQ1 inh	L3MBTL1 inh	GAA spleen mod	GAA inhib	TR SRC2 fluor cs	RGS12 GoLoco inh
C[C@@H]1CC=C[C@H]2[C@H]1C(=O)N(Cc1ccccc1)[C@H]2c1ccc2ccccc2c1
  3%	-4%	-15%	/	0%	/	1%	7%
Cn1c(O)c(N=NC(=S)Nc2ccccc2F)c2cc(S(=O)(=O)N3CCOCC3)ccc21
  -4%	-12%	-2%	/	1%	-12%	-2%	3%
COc1ccc(C=NCCCN2CCOCC2)cc1
  5%	-4%	i	-6%	2%	-4%	1%	4%
Cc1ccc(Oc2nnc(-c3ccccc3)cc2C#N)cc1
  3%	-3%	-1%	-1%	-10%	?	-1%	0%
CC(NC(=O)c1ccccc1Cl)C1COc2ccccc2O1 (centres undefined)
  ?	-8%	i	0%	5%	2%	-2%	-1%
COc1ccc(C2Nc3ccccc3C(=O)N2Cc2ccco2)cc1COc1ccccc1F (centres undefined)
  -5%	7%	?	/	-22%	2%	-1%	10%
O=C(CCCn1c(=O)[nH]c2cc(Cl)ccc2c1=O)N1CCN(c2ccc([N+](=O)[O-])cc2)CC1
  -2%	-10%	-2%	4%	7%	1%	-2%	3%
CN(c1ccc(C(=O)Nc2cccnc2)cc1)S(C)(=O)=O
  6%	-1%	-4%	?	-7%	-2%	-6%	12%
Cc1cc(C)n(-c2nc3ccccc3nc2N2CCCC2)n1
  11%	-5%	i	/	-7%	-4%	0%	0%
O=C1C(=O)N(CCCn2ccnc2)C(c2cccnc2)/C1=C(/O)c1ccc(F)cc1 (centres undefined)
  -12%	-12%	1%	6%	4%	-8%	-2%	-12%
O=C(NCCOc1nc(N2CCOCC2)nc(N2CCOCC2)n1)Nc1ccccc1
  -5%	-8%	-10%	2%	-14%	5%	-5%	3%
Cc1cccnc1NC(=S)NC(=O)/C=C/c1ccccc1
  17%	9%	17%	-7%	-1%	0%	0%	10%
COc1ccc(C2C(C#N)C(C#N)N3CCCN23)cc1 (centres undefined)
  ?	1%	-8%	1%	-6%	5%	-6%	-12%
O=C1NC[C@H](c2ccccc2)N(CCc2cccc(F)c2)C1=O
  4%	1%	i	/	4%	/	-2%	-5%
Cc1ccc(NC(=O)CCNS(=O)(=O)c2cccc3nsnc23)cc1
  -8%[76.3 µM]	-5%&2%	-10%	10%	3%	-3%	-1%&-5%	-14%
OC1CCCCC1Sc1nc2ccccc2s1 (centres undefined)
  -10%	-1%	i	5%	-4%	-3%	1%	10%
COc1ccc(-c2nc(N/N=C(\C)c3ccc(O)cc3)c3ccccc3n2)cc1
  ?	6%	i	?	3%	/	-1%	4%
O=C(CCC(=O)N1CCN(S(=O)(=O)c2ccc(Cl)cc2)CC1)Nc1ccc(Cl)cc1Cl
  -20%	3%	i	-7%	-3%	?	1%	9%
COc1ccc(/C=N/Nc2nonc2N)cc1
  ?	3%	-4%	-2%	1%	-1%	-1%	1%
Cn1cc(CNC(=O)/C=C/c2ccc(Cl)cc2)cn1
  1%	-3%	3%	-6%	5%	?	-1%	6%
Cc1cc(C(=O)NC(Cc2ccccc2)C(=O)O)c(C)o1 (centres undefined)
  4%	4%	-4%	/	-2%	/	2%	-13%
COc1ccc2c(c1)sc(N)[n+]2Cc1cc(C)cc2cccnc12
  8%	-13%	2%	0%	-8%	?	-2%	8%
Cc1cc(C(F)(F)F)c2sc(N)nc2n1
  8%	2%	-5%	11%	-4%	1%	2%	9%
COc1cc(NC(=O)c2cc(Cl)ccc2Cl)ccc1-c1cc2ccccc2oc1=O
  2%	-13%	-8%	6%	-1%	6%	2%	-6%
CC1CCCN(CCOCCOc2ccccc2-c2ccccc2)C1 (centres undefined)
  4%	-12%	1%	3%	-4%	-7%	0%	-3%
COc1ccc(Cc2nnc(SCC(=O)Nc3ncc(C)s3)o2)cc1
  -13%	-1%	-11%	10%	-5%	-6%	0%	11%
C1CCc2c(nc3nnnn3c2NCC2CC2)C1
  3%	-2%	i	/	2%	/	-6%	3%
CCCCC(=O)NC(=S)Nc1ccc(NC(=O)C(C)C)c(OC)c1
  11%	9%	i	4%	8%	6%	-1%	-6%
Cc1ccccc1S(=O)(=O)Cc1ccc(C(=O)NCc2ccc(F)cc2)o1
  -7%	0%	-3%	/	-1%	-11%	-2%	7%
CCC(C)(C)n1nnnc1C(c1cccc(C#N)c1)N1CCN(c2cccc(C)c2C)CC1 (centres undefined)
  -2%	-1%	-7%	12%	-10%	?	0%	0%
CC(C)CNC(=O)CC(=O)NN=C1CCCC1
  1%	-2%	?	2%	-4%	6%	0%	7%
Cc1ccc(Nc2cc(C)nc3nc(C)nn23)cc1
  -6%	-5%	-5%	7%	-4%	5%	1%	1%
CC1CC(=O)Nc2cc([N+](=O)[O-])ccc2N1 (centres undefined)
  7%	-10%	-6%	/	3%	/	-6%	1%
Cc1cc(C)c2cc(C(=O)Nc3ccc4c(c3)OCO4)[nH]c2c1
  6%	1%	0%	/	-11%	/	-4%	9%
COc1ccccc1CNC(=O)CCn1c(=O)[nH]c2ccsc2c1=O
  -1%	6%	-1%	0%	-3%	-2%	-3%	7%
O=c1c2ccccc2nnn1CSc1nc2sc3c(c2c(=O)n1CC1CCCO1)CCC3 (centres undefined)
  1%	1%	-11%	-2%	-1%	-1%	3%	-2%
CC1(C)C/C(=N\O)C(C(O)c2cccc([N+](=O)[O-])c2)C(C)(C)N1 (centres undefined)
  5%	-10%	-7%	7%	5%	/	-1%	9%
CCCN(C(=O)CSc1nnnn1C)c1c(N)n(Cc2ccccc2)c(=O)[nH]c1=O
  -10%	0%	-4%	-3%	-3%	0%	-2%	9%
CCOC(=O)Nc1nnc(-c2ccc(OC)c(OC)c2)s1
  1%	-8%	i	/	0%	3%	1%	12%
Cc1cc(C(F)(F)F)c2c(=O)[nH]c(=O)n(Cc3ccccc3)c2n1
  2%	2%	-6%	2%	-2%	7%	-3%	-3%
CC(C)(C)c1ccc(C(=O)NC(=S)Nn2cnnc2)cc1
  -7%	-2%	-13%	-3%	0%	7%	2%	/
O=C(c1cc(-c2cccs2)on1)N1CCOCC1
  -13%	4%	7%	-1%	-3%	-2%	-1%	-12%
Cc1onc(-c2ccccc2)c1C(=O)Nc1nnc(COc2ccc(Cl)cc2)s1
  -3%	-18%	-15%	-2%	-17%	?	2%	-17%
O=C(NC1CCCCC1)C1CCN(S(=O)(=O)c2cccc3nsnc23)CC1
  7%	-1%	-2%	-4%	1%	8%	1%	5%
O=C(O)C(Cc1ccccc1)n1cccc1 (centres undefined)
  11%	-12%	i	-6%	0%	-2%	-5%	9%
O=S(=O)(NCc1ccccc1Cl)c1cnc[nH]1
  5%	3%	-2%	/	-6%	-4%	-1%	9%
CCOc1cc(C(c2c(C)[nH][nH]c2=O)c2c(C)[nH][nH]c2=O)ccc1OCc1ccc([N+](=O)[O-])cc1
  ?	?	-12%	/	0%	-6%	-10%	11%
Cc1ccc(S(=O)(=O)Nc2ccc3[nH]c(=O)[nH]c3c2)c(C)c1
  4%	3%	3%	-3%	0%	?	-1%	29%
COC(=O)C1C(=O)C2=C(CC1C)NC(C)=C(C(=O)OCCOc1ccccc1)C2c1ccc(C)o1 (centres undefined)
  -11%	-17%	-14%	-3%	4%	-15%	3%	9%
COc1ccc(C(=O)NCC(=O)N=Nc2c(O)n(C)c3ccccc23)cc1OC
  -3%	4%	-8%	0%	12%	/	-3%	3%
O=C1CCC(c2ccccc2)(C2CCN(Cc3ccccc3)CC2)C(=O)N1 (centres undefined)
  /	1%&-4%	1%	-1%	-3%	/	1%&-1%	8%
COc1cccc(C(=O)N2CCN(C(=O)c3ccc(-c4ccccc4)cc3)CC2)c1OC
  7%	-3%	i	-8%	0%	?	-4%	5%
CCCCN(CCCC)S(=O)(=O)c1ccc2[nH]c(=O)[nH]c2c1
  -10%	-3%	i	/	-2%	0%	0%	13%
OCC1OC(n2cnc3c(=S)nc[nH]c32)C(O)C1O (centres undefined)
  /	-4%&5%	0%	/	7%	/	0%&-3%	-4%&-13%
NC(=O)COc1ccc(=O)n(-c2ccccc2)n1
  10%	11%	-1%	/	-3%	-1%	0%	3%
COC(=O)C1=C(CN2CCSCC2)NC(=O)NC1c1cc(C)ccc1C (centres undefined)
  4%	-4%	-5%	5%	-4%	2%	-1%	2%
CC1=[N+](CC(=O)NC(C)(C)C)CCc2ccccc21
  0%	3%	1%	9%	-4%	2%	3%	6%
C=CCSC(=C(C#N)C#N)c1cc2c([nH]1)CCCC2
  -15%	-12%	i	/	-2%	-9%	1%	0%
CCNS(=O)(=O)c1ccc(NC(=O)Nc2cccc(C(F)(F)F)c2)cc1
  -7%	-18%	-4%	/	6%	-6%	0%	6%
CCOc1cc(CNC(C)C)c(Cl)cc1OCC(=O)NCCc1ccccc1
  7%	-3%	-15%	/	1%	-12%	0%	-17%

Two consecutive records from above, quoted:
Results follow in this order: GAA glycogen mod	TRb-SRC2 inh	RECQ1 inh	L3MBTL1 inh	GAA spleen mod	GAA inhib	TR SRC2 fluor cs	RGS12 GoLoco inh
CC(C)CNC(=O)CC(=O)NN=C1CCCC1
  1%	-2%	?	2%	-4%	6%	0%	7%
Cc1ccc(Nc2cc(C)nc3nc(C)nn23)cc1
  -6%	-5%	-5%	7%	-4%	5%	1%	1%
